DRD3 agonist: agonists of human D3 dopamine receptor; D3R DiscoveRx beta-arrestin cells, luminescence, 90 min; max activation, %; 0.58% of 410,000 active; in the data active = max activation above about 30%; note: 0% is about no effect; mostly tested at two doses, the higher about 12 µM
Target sequence (P35462 whole entry, looked up): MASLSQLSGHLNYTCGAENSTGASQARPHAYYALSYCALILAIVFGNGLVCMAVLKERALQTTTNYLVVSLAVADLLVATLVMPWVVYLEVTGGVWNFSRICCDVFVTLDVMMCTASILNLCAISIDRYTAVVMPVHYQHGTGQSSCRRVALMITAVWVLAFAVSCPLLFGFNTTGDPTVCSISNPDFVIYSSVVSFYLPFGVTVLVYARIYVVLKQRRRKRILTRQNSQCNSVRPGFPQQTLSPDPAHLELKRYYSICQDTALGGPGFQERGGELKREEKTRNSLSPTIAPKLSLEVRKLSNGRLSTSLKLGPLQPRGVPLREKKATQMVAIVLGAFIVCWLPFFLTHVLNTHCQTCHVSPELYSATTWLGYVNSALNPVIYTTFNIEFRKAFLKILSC
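Agonist-mode cell screen: cells plated at 1500/well and incubated overnight at 37 °C, then exposed to library compounds for 90 min at 37 °C. Detection reagent was added for 30–60 min at room temperature, and luminescence was read.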
TDP-43 yeast inh: inhibitors of TDP-43 toxicity in yeast; TDP-43 expressing yeast growth rescue, BacTiter-Glo, 24 h; Potency, µM (titrated, usually from 46.1 µM), without a hit: top-dose growth rescue (activation), most hits filed as activators; 1.8% of 410,000 active; AID 652104; note: potency is the fitted concentration of half-maximal effect; % of control where 0% means no effect; nearly all actives have a fitted effect of over 50% in size
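Growth rescue of TDP-43-toxic yeast measured as ATP luminescence (BacTiter-Glo). Cells grown to mid-log in raffinose, induced in galactose at OD600=0.02, exposed to compound 24 hr at 30 deg C.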
Abeta yeast res: A-beta toxicity reversal in yeast. yeast expressing A-beta42, growth rescue, OD600, 48 h; response scale: 0% DMSO, 100% iron-clioquinol control. Potency, µM (doses to about 46.1 µM), for the others: at the top dose growth rescue, most hits filed as activators. 0.063% of 410,000 active; note: potency is the fitted concentration of half-maximal effect; nearly all actives have a fitted effect of over 55% in size
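Growth rescue measured by 600 nm absorbance after 48 h yeast culture at 30 C with compound. Values normalized between DMSO and an equimolar ferric chloride plus clioquinol control.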
aSyn rescue: rescues yeast growth from alpha-synuclein toxicity | Potency, µM (top dose mostly 46.1 µM), for inactives: at the highest dose growth rescue (activation), actives largely listed as activators | Yeast expressing alpha-synuclein, growth rescue, BacTiter-Glo, 24 h | 0.14% of 370,000 active; note: potency is the fitted concentration of half-maximal effect; % of control where 0% means no effect; nearly all actives have a fitted effect of over 65% in size
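Screening used galactose-induced yeast with toxic alpha-synuclein levels, exposed to compound for 24 hr at 30 deg C. Cell growth, read with BacTiter-Glo luminescence, gave the measured signal.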
EPAC2 ag: EPAC2 (human) agonism; 0.079% of 360,000 active; EPAC2 activation, biochemical qHTS; response scale: 100% = 6.5 mM cAMP response; Q8WZA2; AID 720711; Potency, µM (doses to about 154 µM), without a hit: at the highest dose activation, usual class: activators; note: potency is the fitted concentration of half-maximal effect; nearly all actives have a fitted effect of over 50% in size
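Exchange assay: 100 nM EPAC2 with 250 nM Rap1B-BODIPY-GDP and 50 uM GDP. Fluorescence (ex 480/em 540 nm) read every 5 min for 30 min at room temperature. Data normalized to 6.5 mM cAMP as agonist control.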
DRD3 antagonist: D3 dopamine receptor (human) antagonism | max response, negative = inhibition, % | P35462 | D3R cells, DiscoveRx beta-arrestin luminescence, antagonist mode; stronger effect = lower value | 2.5% of 360,000 active; in the data active = max response below about -50%; inconclusive = no clear call, values can overlap the other calls; note: % is set by controls: 0 for no effect and ±100 for the full control effect; mostly tested at two doses, the higher about 12 µM
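Cells plated overnight at 1500 cells/well, then exposed to library compounds with dopamine controls for 90 minutes at 37 degrees C. DiscoveRx reagent added for 30–60 minutes at room temperature; luminescence read, quantitative HTS format.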
EPAC2 antagonist: antagonists of human EPAC2 | AID 720708 | 0.18% of 360,000 active | Q8WZA2 | EPAC2 GEF exchange of Rap1B-BODIPY-GDP, fluorescence | Potency, µM (highest dose often 114 µM), for inactives: at the highest dose activity, negative = inhibition, hits mostly inhibitors; note: potency is the fitted concentration of half-maximal effect; % is set by controls: 0 for no effect and ±100 for the full control effect; nearly all actives have a fitted effect of over 45% in size; many of its hits are not listed in these tables
FUS suppressor: FUS proteinopathy suppression in yeast | S. cerevisiae FUS-expressing, growth rescue, OD600, 24 h | Potency, µM (doses to about 76.6 µM), without a hit: top-dose growth rescue (activation), hits mostly activators | 0.24% of 390,000 active;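 note: potency is the fitted concentration of half-maximal effect; plate controls were DMSO vehicle for no effect and reference control for full effect; nearly all actives have a fitted effect of over 55% in size; some results filed as inactive show a strong effect at the top dose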
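Compound concentration series was pinned onto galactose-induced FUS-expressing yeast seeded at OD 0.005. Plates sat 24hr at 30C; absorbance at 600 nm gave growth. DMSO served as background control.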
Active calls of the source: *; ? = inconclusive; . = not tested or not shown; & = joins results of further samples; [ ] = dose if it differs, or a comment. Unless noted, calls come from the whole dose curve; as a rule, active = well fitted curve in the direction sought with a large enough effect; inconclusive = small, poorly fitted or top-dose-only effect, or another doubt; inactive = no such curve, though single readings can be large; an effect the other way counts as inactive or inconclusive. Only part of the results is shown. The share of hits here may be higher or lower than overall.

SMILES | DRD3 agonist | TDP-43 yeast inh | Abeta yeast res | aSyn rescue | EPAC2 ag | DRD3 antagonist | EPAC2 antagonist | FUS suppressor
Cc1ccc(S(=O)(=O)NC(=O)Nc2ccc(OC(F)F)cc2)cc1 | 11 | 12% | 1% | 4% | 10% | 6 | -4% | -8%
CC1CCc2c(sc3ncn4c(SCC(=O)NCc5ccco5)nnc4c23)C1 (stereo not given) | 11 | -6% | 6% | 0% | -6% | -5 | -6% | -1%
COc1cc(NC(=S)NCc2ccc(S(N)(=O)=O)cc2)c(OC)cc1Cl | -6 | 18% | 32% | -4% | -7% | -18 | -4% | .
Cc1cc(C)c(NC(=O)C(=O)NCC(c2cccnc2)N2CCN(c3ccccc3F)CC2)c(C)c1 (stereo not given) | 9 | 8% | -15% | . | . | . | . | -24%
COc1ccc(C(C)C)cc1-c1cccc2nncn12 | -2 | -2% | 9% | -3% | 7% | -7 | 7% | -16%
CCCCSc1cc(=O)n(-c2ccccc2)nc1C(=O)OCC | -14 | -6% | -35%[inhibitor] | 1% | -2% | -26 | 10% | 16%
OC(CNCC1CCCO1)Cn1c2ccccc2c2ccccc21 (stereo not given) | -14 | 22% | 20% | 10% | 15% | ? | -1% | 6%
COCCCNC(=O)c1ccc2c(=O)n(Cc3ccc(OC)cc3)c(=O)[nH]c2c1 | -2&3 | ? | -16%&-5% | 1% | -5% | 6 | 25% | -6%&-35%
Cc1ccc(C(=O)CCC(=O)Nc2cccc(C(F)(F)F)c2)cc1C | 6 | 11% | 28% | 0% | -2% | 41 | -2% | -10%
Cc1cccc(N2CCN(C(=O)c3cccs3)CC2)c1C | 5 | 5.6µM* | 17% | 4% | 6% | 7 | 4% | 9%
COc1cccc(C(=O)Nc2cccc3ccccc23)c1 | 1 | ? | -4% | 5% | 4% | 4 | 5% | 18%
COC(=O)c1ccc(NS(=O)(=O)c2ccc3c(c2)oc(=O)n3C)cc1 | 1 | 0% | -12% | 0% | 0% | -23 | -11% | 4%
COc1ccc(N2CCN(S(=O)(=O)c3cc(C)ccc3OC)CC2)cc1 | 4 | 11% | 10% | 0% | 11% | 10 | -13% | 11%
Cc1ccc(-c2ccccc2NC(=O)C2C3C=CC(C3)C2C(=O)O)o1 (stereo not given) | 6 | 13% | -89%[inhibitor] | 3% | 2% | 11 | 0% | 23%
CCCN(C(=O)c1cc2c(=O)n(CC)c3ccccc3c2s1)c1ccccc1F | -4 | 7% | -11% | . | . | . | . | -21%
O=C(CSc1nnc2nnc3ccccc3n12)N1CCOCC1 | 6 | -12% | 8% | -4% | -1% | 23 | 0% | ?
O=C(Nc1ccc2c(c1)C(=O)NC2=O)c1ccccc1 | -4 | 8% | -6% | 1% | 1% | 20 | -11% | -14%
CCCCn1c(N(CCOC(C)=O)C(C)=O)nc2ccccc21 | -1 | -22% | 2% | -14% | -7% | 18 | 11% | 14%
O=C1/C(=C/c2ccccc2)Oc2cc(OC(=O)N3CCOCC3)ccc21 | 8 | -22% | 10% | -26% | 5% | 14 | -10% | .
CCCC(=O)Nc1ccc(N2CCOCC2)cc1 | 3 | -4% | -1% | -4% | 3% | 0 | -11% | 1%

Another view of some results above:
| smiles | DRD3 agonist | TDP-43 yeast inh | Abeta yeast res | aSyn rescue | EPAC2 ag | DRD3 antagonist | EPAC2 antagonist | FUS suppressor |
| --- | --- | --- | --- | --- | --- | --- | --- | --- |
| Cc1ccc(S(=O)(=O)NC(=O)Nc2ccc(OC(F)F)cc2)cc1 | 11 | 12% | 1% | 4% | 10% | 6 | -4% | -8% |
| CC1CCc2c(sc3ncn4c(SCC(=O)NCc5ccco5)nnc4c23)C1 (stereo not given) | 11 | -6% | 6% | 0% | -6% | -5 | -6% | -1% |
| COc1cc(NC(=S)NCc2ccc(S(N)(=O)=O)cc2)c(OC)cc1Cl | -6 | 18% | 32% | -4% | -7% | -18 | -4% | . |

(more compounds)
SMILES | DRD3 agonist | TDP-43 yeast inh | Abeta yeast res | aSyn rescue | EPAC2 ag | DRD3 antagonist | EPAC2 antagonist | FUS suppressor
Cc1ccc2c(COC(=O)C3CC(=O)N(c4ccc5c(c4)OCCO5)C3)cc(=O)oc2c1 (stereo not given) | 2 | 16% | -6% | 16% | 2% | 3 | 13% | 1%
CCCc1nn2c(=O)cc(COC(=O)c3ccc(NC(=O)CCc4ccccc4)cc3)nc2s1 | -8 | 17% | -5% | . | . | . | . | 37%
CC(C)OC(=O)c1c(NC(=O)CCC(=O)O)sc2c1CCCCC2 | -8 | 8% | -26% | -10% | -18% | 10 | -1% | .
CCn1nc(C)c(/C=N/NC(=O)Cn2nnnc2N)c1C | -13 | -14% | -4% | 0% | 1% | -11 | -10% | 29%
COc1ccc(S(=O)(=O)/C(C#N)=C/Nc2ccccc2F)cc1 | 0 | 16% | -12% | 11% | 9% | 7 | -13% | -5%
O=C(Cc1ccc(F)cc1)NCCc1csc2nc(-c3ccccc3F)nn12 | 17 | 0% | 6% | . | . | . | . | -22%
CCOC(=O)c1ccc(S(=O)(=O)Nc2cc(C(C)(C)C)no2)cc1 | -3 | 13µM* | 14% | 18% | -2% | -10 | 0% | 18%
O=C(NCc1cccc(C(F)(F)F)c1)C1CC(c2ccccc2F)=NO1 (stereo not given) | 0 | 17% | -6% | 10% | 2% | 0 | 7% | 6%
COc1cc2c(C#CCCCO)c(-c3ccsc3)oc(=O)c2cc1OC | -1 | -3% | -18% | 0% | -2% | 35 | 2% | 30%
O=C(NN=C1c2ccccc2-c2ccccc21)c1ccccn1 | 10 | 7% | -5% | -1% | 4% | -2 | 3% | 18%
CCOC(=O)C1=CN(CC)S(=O)(=O)NC1c1ccc2ccccc2c1 (stereo not given) | 12 | ? | 8% | 4% | -4% | 35 | -12% | 21%
CC(C)C[C@H]1CN([C@@H](CC(C)C)CN2CCC[C@@H]2CN2C(=O)C(=O)NC[C@@H]2Cc2ccccc2)C(=O)C(=O)N1CCc1ccccc1 | 7 | 10% | 4% | 1% | -3% | 7 | -25% | 12%
Cc1cccc(Oc2ccccc2NC(=O)C2=COCCO2)c1 | -5 | ? | -2% | 1% | 10% | 4 | ? | 9%
COc1ccc(Cl)cc1C(=O)Nc1c2c(nn1-c1ccc(Cl)cc1)CS(=O)(=O)C2 | -7 | 11% | -9% | -3% | . | . | . | -13%
COc1ccc(/C(C)=N/NC(=O)c2ccc(N(C)C)cc2)cc1 | -1 | 20% | -5% | -10% | 3% | -6 | 1% | .
CC1CCN(C(=O)Oc2ccccc2)CC1 | -12 | 3% | 4% | 19% | 15% | -20 | -1% | -7%
c1ccc(-n2cc(CN3CCCC(CN4CCCC4)C3)c(-c3ccc4c(c3)OCO4)n2)cc1 (stereo not given) | -2 | 7% | 6% | 1% | 7% | -9 | 3% | -14%
O=C(O)c1cccc(-n2c(/C=C/c3ccccc3)nc3ccccc3c2=O)c1 | 6 | -30% | -13% | -2% | -5% | 46 | 3% | ?
COc1cc2c3c(c1)C(C)=CC(C)(C)N3C(=O)C2=O | -8 | 3% | 15% | 8% | 2% | -10 | ? | 3%
COCCCNC(=O)C(=O)Nc1cc2c3c(c1)CCC(=O)N3CCC2 | -17 | -8% | -9% | 7% | 1% | -1 | -15% | 4%
O=C(CCc1ccccc1)Nc1ccc(Cl)cn1 | -1 | 14% | 19% | 2% | -4% | -21 | -3% | -6%
Cc1cc([N+](=O)[O-])c(C)cc1-c1ccc(/C=N/n2cnnc2)o1 | -12 | -1% | -7% | 4% | 22% | -13 | 1% | -22%
C=CCn1cnc2scc(-c3ccc(C)cc3)c2c1=O | 0 | 3% | -4% | 4% | 4% | 10 | 6% | 8%
S=c1[nH]ccn1-c1cccc(Cl)c1 | 2 | 16% | 29% | 1% | 4% | 23 | -1% | -10%
CCOC(=O)c1[nH]c(C)c(CCC(=O)Nc2cccc(C(F)(F)F)c2)c1C | -6 | 23%[9.22 µM] | -5% | . | . | . | . | -3%
O=C(NCC(=O)N1CCC2(CC1)NCCc1[nH]cnc12)c1cccc(Cl)c1 | 4 | 24% | -17% | 2% | 1% | 12 | -1% | 5%
COc1ccc(NC(=O)CSc2nnnn2-c2ccc(OC)cc2)cc1 | 4 | 22% | 20% | -5% | 4% | 14 | -6% | 13%
CNS(=O)(=O)c1cccc(C(=O)NCC2(N3CCOCC3)CCCCC2)c1 | 4 | -1% | -5% | 11% | 4% | 9 | 15% | 5%
CCNC(=O)c1ccccc1NC(=O)c1cccc(S(=O)(=O)N2CCOCC2)c1 | 2 | -2% | 0% | 0% | -1% | 0 | -2% | .
COC(=O)Cc1nc2ccccc2[nH]1 | -3 | 2% | -6% | 4% | -84%[inhibitor][15.6 µM] | -2 | -12% | ?
CS(=O)(=O)N(CC(=O)N/N=C/c1cccc2c1OCCO2)c1ccccc1Br | 2 | 5% | 21% | -14% | -1% | -3 | -2%[57.1 µM] | 1%
Cc1ccc(NC(=O)c2ccc3c(c2)NC(=O)CS3)nc1 | -5 | 5% | 16% | -1% | 0% | -2 | 2% | -3%
CCNC(=O)C1CCCN(C(=O)c2cc(C)oc2C)CC1 (stereo not given) | 10 | 1% | 6% | -2% | 7% | 22 | 8% | -20%
O=C1OC(c2ccc(Br)cc2)=N/C1=C\c1ccco1 | 1 | -8% | 5% | 6% | 3% | 2 | 7% | 13%
CCN(CC)S(=O)(=O)c1cccc(NC(=O)c2ccc(S(=O)(=O)N3CCCC3)cc2)c1 | -7 | -23% | -14% | -10% | 2% | 15 | 3% | -2%

An excerpt from above, reduced to Abeta yeast res.
SMILES	Abeta yeast res
CNS(=O)(=O)c1cccc(C(=O)NCC2(N3CCOCC3)CCCCC2)c1	-5%
c1ccc(-n2cc(CN3CCCC(CN4CCCC4)C3)c(-c3ccc4c(c3)OCO4)n2)cc1 (stereo not given)	6%
CCCN(C(=O)c1cc2c(=O)n(CC)c3ccccc3c2s1)c1ccccc1F	-11%
Cc1ccc(NC(=O)c2ccc3c(c2)NC(=O)CS3)nc1	16%
O=C(NN=C1c2ccccc2-c2ccccc21)c1ccccn1	-5%
Cc1cc([N+](=O)[O-])c(C)cc1-c1ccc(/C=N/n2cnnc2)o1	-7%

Screening results deposited in PubChem by National Center for Advancing Translational Sciences (NCATS).
